Assay outcomes (PubChem)
IL1B NFkB inh: inhibitors of IL-1B driven NFkB p65 nuclear import, primary screen, imaging, HUVEC, IL-1B stimulus, high-content imaging; 0.43% of 94,000 active; AID 796, 2007; inhibition, % at 2 µM; HUVEC IL-1B NFkB p65 nuclear translocation imaging;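 active = inhibition above about 30% together with a positive call from visual inspection of the well image, limit read from the data; inconclusive = inhibition above a set limit but visual check negative; inactive = inhibition not above a set limit, visual check negative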;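 note: nuclear over cytoplasmic p65 intensity ratio measured by imaging; 0% = IL-1B stimulated DMSO wells and 100% = unstimulated DMSO wells; values of inactives mirror those of a sister screen read the other way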
NFkB transloc pot: enhancers of NFkB p65 translocation in HUVEC – imaging, IL-1B stimulus, high-content imaging, primary screen | HUVEC IL-1B NFkB p65 nuclear translocation imaging | activation, % at 2 µM | 0.3% of 94,000 active;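 active = activation above 40%, about the mean plus 3 SD, also judged a hit on visual image review; inconclusive = activation above 40% but not a hit on visual review; inactive = activation not above 40% and no visual hit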;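 note: percent activation is computed from the nuclear over cytoplasmic p65 intensity ratio; values of inactives mirror those of a sister screen read the other way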
Bcl-B TR3 displacers: displacers of TR3 peptide from Bcl-B, primary screen, selectivity assay for Bfl-1 inhibitor project, biochemical, fluorescence polarization; Bcl-2-like protein 10 (Homo sapiens); FP displacement of FITC-TR3 peptide from Bcl-B; higher % means a stronger effect; displacement, % at 20 µM, or IC50 in µM where a hit was titrated; 0.11% of 96,000 active; AID 748, 2007;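 active = displacement above 50% at 20 µM plus a fluorescence interference ratio under 1.5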;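 note: plate controls were wells without compound for no effect and wells lacking Bcl-B protein for full effect; a part of the inactive calls stands beside numbers as strong as those of hits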
MRP reversal: reversal of MRP1-mediated doxorubicin resistance, primary screen, H69AR cells, doxorubicin co-treatment; H69AR cells + 2 uM doxorubicin, CellTiter-Glo, 72 h; differential viability (reversal), % at 10 µM; 0.04% of 85,000 active; AID 602, 2007;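 active = viability drop by adding the cancer drug above about 55%, with treated viability meeting a 40% cutoff, limit read from the data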;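 note: viability without doxorubicin minus viability with 2 µM doxorubicin for each compound; larger differential means the compound sensitizes cells more to doxorubicin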
PLAP inhibitors HTS: PLAP enzyme inhibitors, biochemical, luminescence, HTS (AID 690) | Alkaline phosphatase, placental type (Homo sapiens) | purified PLAP, luminescent substrate; higher % means a stronger effect | one-dose inhibition, % at 20 µM; IC50 in µM for titrated hits | 0.08% of 96,000 active; in the data active = a potency from the dose series; inactive = the rest, 99 in 100 with inhibition below about 30%; note: strong numbers were not always called active
MRP reversal cytotoxicity: second read-out of MRP reversal, no call of its own (marks repeat the call); viability, %; H69AR cells, CellTiter-Glo, 72 h; measured here: cytotoxicity without doxorubicin
MRP reversal with doxorubicin: further read-out of MRP reversal, marked with its call; viability, %; measured here: viability with 2 uM doxorubicin; stronger effect = lower value
IL1B NFkB inh cell count 2 µM: further read-out of IL1B NFkB inh, marked with its call; cell count; measured here: cells passing quality filter;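 raw number of nuclei counted in each imaged well without normalization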
NFkB transloc pot cell count 2 µM: second read-out of NFkB transloc pot, no call of its own (marks repeat the call); cell count; measured here: cells passing quality filter
The depositor's hits bear a star.

How did CCCn1c(C(O)c2ccc(OCC)cc2)nc2ccccc21 (stereo unspecified) do in these assays?
IL1B NFkB inh: 8; NFkB transloc pot: -8; Bcl-B TR3 displacers: 2%; MRP reversal: -23; MRP reversal cytotoxicity: 59; MRP reversal with doxorubicin: 82; IL1B NFkB inh cell count 2 µM: 184; NFkB transloc pot cell count 2 µM: 184

Results for CC1=CC(=O)C=C(C)C1=NOS(=O)(=O)c1ccccc1 ?
IL1B NFkB inh: 0; NFkB transloc pot: 0; Bcl-B TR3 displacers: 18%; MRP reversal: 0; PLAP inhibitors HTS: -13%; MRP reversal cytotoxicity: 1; MRP reversal with doxorubicin: 0; IL1B NFkB inh cell count 2 µM: 135; NFkB transloc pot cell count 2 µM: 135

What do the screens show for `COC(=O)CNC(=O)C(NC(=O)c1ccc(Cl)cc1)C(C)C` (stereo unspecified)?
IL1B NFkB inh: 15; NFkB transloc pot: -15; Bcl-B TR3 displacers: 0%; PLAP inhibitors HTS: -21%; IL1B NFkB inh cell count 2 µM: 176; NFkB transloc pot cell count 2 µM: 176

What do the screens show for `O=c1[nH]cnc2nn(-c3ccccc3)nc12`?
Bcl-B TR3 displacers: -8%; MRP reversal: 12; PLAP inhibitors HTS: -3%; MRP reversal cytotoxicity: 89; MRP reversal with doxorubicin: 77

Results for Cc1ccc(Cl)cc1N1CCN(Cc2nnnn2C2CCCCC2)CC1 ?
IL1B NFkB inh: 1; NFkB transloc pot: -1; Bcl-B TR3 displacers: 1%; MRP reversal: 1; PLAP inhibitors HTS: -56%; MRP reversal cytotoxicity: 82; MRP reversal with doxorubicin: 81; IL1B NFkB inh cell count 2 µM: 89; NFkB transloc pot cell count 2 µM: 89

What do the screens show for `O=C(Cn1ccc2ccccc2c1=O)NCCC(=O)N1CCN(c2cccc(Cl)c2)CC1`?
IL1B NFkB inh: -2; NFkB transloc pot: 2; Bcl-B TR3 displacers: -6%; MRP reversal: 3; PLAP inhibitors HTS: -66%; MRP reversal cytotoxicity: 101; MRP reversal with doxorubicin: 97; IL1B NFkB inh cell count 2 µM: 146; NFkB transloc pot cell count 2 µM: 146

How did COCC(=O)N1CCCN(c2nc3c(C)cccc3cc2C#N)CC1 do in these assays?
IL1B NFkB inh: -11; NFkB transloc pot: 11; Bcl-B TR3 displacers: -3%; MRP reversal: 13; PLAP inhibitors HTS: -43%; MRP reversal cytotoxicity: 87; MRP reversal with doxorubicin: 75; IL1B NFkB inh cell count 2 µM: 69; NFkB transloc pot cell count 2 µM: 69

What do the screens show for `CCc1ccc(CNC(=O)CCc2nc(-c3cccs3)no2)cc1`?
IL1B NFkB inh: -10; NFkB transloc pot: 10; Bcl-B TR3 displacers: 6%; MRP reversal: 0; PLAP inhibitors HTS: 32%; MRP reversal cytotoxicity: 98; MRP reversal with doxorubicin: 99; IL1B NFkB inh cell count 2 µM: 168; NFkB transloc pot cell count 2 µM: 168

Results for CCN(CC)CCn1c(=S)[nH]c2cc3c(cc2c1=O)OCO3 ?
IL1B NFkB inh: 4; NFkB transloc pot: -4; Bcl-B TR3 displacers: 2%; MRP reversal: -22; PLAP inhibitors HTS: -12%; MRP reversal cytotoxicity: 79; MRP reversal with doxorubicin: 101; IL1B NFkB inh cell count 2 µM: 183; NFkB transloc pot cell count 2 µM: 183

What do the screens show for `Cc1ccc(C(=O)NNc2nc3ccccc3nc2C(F)(F)F)cc1`?
IL1B NFkB inh: -4; NFkB transloc pot: 5; Bcl-B TR3 displacers: -4%; PLAP inhibitors HTS: -48%; IL1B NFkB inh cell count 2 µM: 145; NFkB transloc pot cell count 2 µM: 145

Results for CC(C)NC(=O)Cn1cnc2c1c(=O)n(C)c(=O)n2C ?
IL1B NFkB inh: -17; NFkB transloc pot: 17; Bcl-B TR3 displacers: -5%; MRP reversal: 4; PLAP inhibitors HTS: -7%; MRP reversal cytotoxicity: 98; MRP reversal with doxorubicin: 94; IL1B NFkB inh cell count 2 µM: 50; NFkB transloc pot cell count 2 µM: 50

How did COc1ccc(S(=O)(=O)N(C)CC(=O)NCc2cccnc2)cc1 do in these assays?
IL1B NFkB inh: -19; NFkB transloc pot: 19; Bcl-B TR3 displacers: -6%; MRP reversal: -9; PLAP inhibitors HTS: 14%; MRP reversal cytotoxicity: 93; MRP reversal with doxorubicin: 102; IL1B NFkB inh cell count 2 µM: 172; NFkB transloc pot cell count 2 µM: 172

What do the screens show for `Cn1c(CSCc2ccc(Cl)cc2)nnc1SCC(=O)Nc1nccs1`?
IL1B NFkB inh: -3; NFkB transloc pot: 3; MRP reversal: 15; MRP reversal cytotoxicity: 113; MRP reversal with doxorubicin: 98; IL1B NFkB inh cell count 2 µM: 122; NFkB transloc pot cell count 2 µM: 122

How did Cc1c(NC(=O)CCCCCN2C(=O)C3C4C=CC(C4)C3C2=O)c(=O)n(-c2ccccc2)n1C (stereo unspecified) do in these assays?
Bcl-B TR3 displacers: 1%; MRP reversal: 0; PLAP inhibitors HTS: -28%; MRP reversal cytotoxicity: 102; MRP reversal with doxorubicin: 102

How did CCOC(=O)CSc1nnc([C@H](Cc2ccccc2)NC(=O)OC(C)(C)C)o1 do in these assays?
IL1B NFkB inh: 12; NFkB transloc pot: -12; Bcl-B TR3 displacers: -1%; MRP reversal: -13; PLAP inhibitors HTS: -27%; MRP reversal cytotoxicity: 98; MRP reversal with doxorubicin: 111; IL1B NFkB inh cell count 2 µM: 149; NFkB transloc pot cell count 2 µM: 149

What do the screens show for `CC(C(=O)c1ccccc1)n1c(N2CCOCC2)nc2c1c(=O)n(C)c(=O)n2C` (stereo unspecified)?
Bcl-B TR3 displacers: 0%; MRP reversal: 7; PLAP inhibitors HTS: -12%; MRP reversal cytotoxicity: 85; MRP reversal with doxorubicin: 78

How did CCCN(Cc1cc2cccc(C)c2[nH]c1=O)S(C)(=O)=O do in these assays?
IL1B NFkB inh: -22; NFkB transloc pot: 22; Bcl-B TR3 displacers: 1%; MRP reversal: 3; PLAP inhibitors HTS: -53%; MRP reversal cytotoxicity: 86; MRP reversal with doxorubicin: 82; IL1B NFkB inh cell count 2 µM: 171; NFkB transloc pot cell count 2 µM: 171

What do the screens show for `COc1cc(OC)cc(C(C)=O)c1`?
IL1B NFkB inh: -84; NFkB transloc pot: inconclusive; Bcl-B TR3 displacers: -8%; MRP reversal: 1; PLAP inhibitors HTS: 20%; MRP reversal cytotoxicity: 95; MRP reversal with doxorubicin: 94; IL1B NFkB inh cell count 2 µM: 200

How did COc1ccc(OC)c(S(=O)(=O)N2CCC(C(=O)Nc3cccc(C)c3)CC2)c1 do in these assays?
IL1B NFkB inh: 2; NFkB transloc pot: -2; Bcl-B TR3 displacers: 1%; MRP reversal: 0; PLAP inhibitors HTS: -119%; MRP reversal cytotoxicity: 90; MRP reversal with doxorubicin: 90; IL1B NFkB inh cell count 2 µM: 194; NFkB transloc pot cell count 2 µM: 194

What do the screens show for `C=CCn1c(COc2ccccc2)nnc1SC(C)C(=O)N/N=C/c1cc(Cl)ccc1O` (stereo unspecified)?
IL1B NFkB inh: -9; NFkB transloc pot: 9; Bcl-B TR3 displacers: -6%; PLAP inhibitors HTS: -72%; IL1B NFkB inh cell count 2 µM: 207; NFkB transloc pot cell count 2 µM: 207

How did c1ccc2c(c1)NC(CN1CCOCC1)CO2 (stereo unspecified) do in these assays?
IL1B NFkB inh: -11; NFkB transloc pot: 11; Bcl-B TR3 displacers: 4%; MRP reversal: 4; PLAP inhibitors HTS: 20%; MRP reversal cytotoxicity: 95; MRP reversal with doxorubicin: 90; IL1B NFkB inh cell count 2 µM: 60; NFkB transloc pot cell count 2 µM: 60

Results for CN1CCN(S(=O)(=O)c2ccc3c4c(cccc24)C(=O)N3)CC1 ?
IL1B NFkB inh: 20; NFkB transloc pot: -20; Bcl-B TR3 displacers: 14%; MRP reversal: 12; PLAP inhibitors HTS: 25%; MRP reversal cytotoxicity: 89; MRP reversal with doxorubicin: 78; IL1B NFkB inh cell count 2 µM: 32; NFkB transloc pot cell count 2 µM: 32

Results for Cc1c2cnn(-c3ccccc3)c(=O)c2c(C)n1CCCC(=O)N1CCN(C)CC1 ?
IL1B NFkB inh: -1; NFkB transloc pot: 1; Bcl-B TR3 displacers: 1%; MRP reversal: 3; PLAP inhibitors HTS: -23%; MRP reversal cytotoxicity: 79; MRP reversal with doxorubicin: 76; IL1B NFkB inh cell count 2 µM: 171; NFkB transloc pot cell count 2 µM: 171

Results for CC(C)(C)NC(=O)NC(=O)COC(=O)c1cc(=O)[nH]c2ccccc12 ?
IL1B NFkB inh: -12; NFkB transloc pot: 12; Bcl-B TR3 displacers: 2%; MRP reversal: 1; PLAP inhibitors HTS: -2%; MRP reversal cytotoxicity: 91; MRP reversal with doxorubicin: 90; IL1B NFkB inh cell count 2 µM: 45; NFkB transloc pot cell count 2 µM: 45

What do the screens show for `Cc1ccc2[nH]c(=O)c(CN(Cc3ccco3)S(=O)(=O)c3c(C)ccc4nsnc34)cc2c1`?
IL1B NFkB inh: 3; NFkB transloc pot: -3; Bcl-B TR3 displacers: 4%; MRP reversal: -17; PLAP inhibitors HTS: -8%; MRP reversal cytotoxicity: 94; MRP reversal with doxorubicin: 112; IL1B NFkB inh cell count 2 µM: 162; NFkB transloc pot cell count 2 µM: 162

Results for C=CCn1c(C)cc(C(=O)CSc2nnc3c(Cl)cc(Cl)cn23)c1C ?
IL1B NFkB inh: -4; NFkB transloc pot: 4; Bcl-B TR3 displacers: -9%; MRP reversal: -16; PLAP inhibitors HTS: -16%; MRP reversal cytotoxicity: 68; MRP reversal with doxorubicin: 84; IL1B NFkB inh cell count 2 µM: 165; NFkB transloc pot cell count 2 µM: 165

What do the screens show for `C=CCn1c(SCC(=O)Nc2cc(OC)c(NC(=O)c3ccco3)cc2OC)nnc1-c1ccncc1`?
IL1B NFkB inh: -19; NFkB transloc pot: 19; MRP reversal: -13; MRP reversal cytotoxicity: 56; MRP reversal with doxorubicin: 69; IL1B NFkB inh cell count 2 µM: 137; NFkB transloc pot cell count 2 µM: 137

What do the screens show for `CCc1c(C)c2ccc(O)c(CN(C)C)c2oc1=O`?
IL1B NFkB inh: -30; NFkB transloc pot: 30; Bcl-B TR3 displacers: -10%; MRP reversal: 5; PLAP inhibitors HTS: -36%; MRP reversal cytotoxicity: 88; MRP reversal with doxorubicin: 84; IL1B NFkB inh cell count 2 µM: 147; NFkB transloc pot cell count 2 µM: 147

What do the screens show for `CCN(CC)S(=O)(=O)c1ccc(C(=O)NCc2nnc(SCC(=O)OC)n2C)cc1`?
IL1B NFkB inh: 10; NFkB transloc pot: -10; Bcl-B TR3 displacers: -10%; MRP reversal: 10; PLAP inhibitors HTS: -15%; MRP reversal cytotoxicity: 101; MRP reversal with doxorubicin: 91; IL1B NFkB inh cell count 2 µM: 79; NFkB transloc pot cell count 2 µM: 79

Results for COc1ccc(OC)c(NC(=O)C(Sc2ccccc2)c2ccccc2)c1 (stereo unspecified) ?
IL1B NFkB inh: -7; NFkB transloc pot: 7; Bcl-B TR3 displacers: -16%; PLAP inhibitors HTS: -8%; IL1B NFkB inh cell count 2 µM: 177; NFkB transloc pot cell count 2 µM: 177

Gathered by group: the compounds so far containing a furan ring, fused or not
What do the screens show for `Cc1ccc2[nH]c(=O)c(CN(Cc3ccco3)S(=O)(=O)c3c(C)ccc4nsnc34)cc2c1`?
IL1B NFkB inh: 3; NFkB transloc pot: -3; Bcl-B TR3 displacers: 4%; MRP reversal: -17; PLAP inhibitors HTS: -8%; MRP reversal cytotoxicity: 94; MRP reversal with doxorubicin: 112; IL1B NFkB inh cell count 2 µM: 162; NFkB transloc pot cell count 2 µM: 162

What do the screens show for `C=CCn1c(SCC(=O)Nc2cc(OC)c(NC(=O)c3ccco3)cc2OC)nnc1-c1ccncc1`?
IL1B NFkB inh: -19; NFkB transloc pot: 19; MRP reversal: -13; MRP reversal cytotoxicity: 56; MRP reversal with doxorubicin: 69; IL1B NFkB inh cell count 2 µM: 137; NFkB transloc pot cell count 2 µM: 137

An excerpt; rates above refer to the full screens.
